# Kir21 inh = inhibitors of mouse Kir2.1 inward-rectifier potassium channel | P35561 | HEK293-Kir2.1, FluxOR thallium flux fluorescence; hits give low values | B-score at 10 µM | actives 0.85% (n = 310,000) | AID 1672;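 active = fluorescence ratio B-score at or below minus 3 SD of library scores, with starting-brightness B-score within 2 SD, cut at about -4.2 in these data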;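 also: channel flux triggered by added potassium and thallium sulfate stimulus; B-score of peak minus minimum fluorescence over baseline after thallium stimulus; more negative B-score means stronger Kir2.1 block with less thallium influx; some compounds called inactive have numbers as strong as hits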
# Target sequence (P35561 whole entry, looked up): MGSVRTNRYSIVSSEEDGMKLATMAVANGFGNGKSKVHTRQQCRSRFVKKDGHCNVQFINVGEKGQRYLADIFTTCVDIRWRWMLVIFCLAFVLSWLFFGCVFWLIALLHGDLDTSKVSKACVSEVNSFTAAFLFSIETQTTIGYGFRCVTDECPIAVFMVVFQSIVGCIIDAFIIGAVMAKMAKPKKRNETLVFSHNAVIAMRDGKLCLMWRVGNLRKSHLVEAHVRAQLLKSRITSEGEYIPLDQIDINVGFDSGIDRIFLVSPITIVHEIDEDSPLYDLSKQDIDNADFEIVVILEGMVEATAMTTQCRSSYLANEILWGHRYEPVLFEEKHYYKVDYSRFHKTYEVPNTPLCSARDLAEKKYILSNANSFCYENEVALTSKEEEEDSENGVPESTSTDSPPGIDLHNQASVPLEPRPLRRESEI
# KCNQ2 inh = KCNQ2 potassium channel inhibitors, primary screen, cell-based, CHO-K1, FluxOR thallium flux, B-score (AID 2156); O88943; actives 1.1% (n = 310,000); 20 min; hits give low values; B-score at 10 µM;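 active = fluorescence ratio B-score at most minus 3 library SDs, with starting brightness B-score within 2 library SDs, cut at about -5.5 in these data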
# * marks the source's active call; other numbers are inactive results; i = inactive. Not a hit list, and some 1.8% of all compounds hit somewhere here.
SMILES,Kir21 inh,KCNQ2 inh
COc1ccc(-c2csc(NC(=O)c3cc(C)oc3C)n2)cc1OC,-0.62,i
Cc1cccc(N=Cc2cc3c(cc2[N+](=O)[O-])OCO3)c1,0.14,-6.49*
CCC(=O)Nc1ccc(NC(=O)CSc2nnnn2C2CCCC2)cc1C,-0.1,i
CC(C)=CCOc1ccc2c(C)c(CC(=O)N3C[C@H]4C[C@@H](C3)c3cccc(=O)n3C4)c(=O)oc2c1C,-0.25,i
CCCCOP(=O)(c1ccc(N(C)C)cc1)C(O)c1cc(OC)c(OC)c(OC)c1 (stereo unspecified),2.18,i
C=CCn1c(=O)c(C(=O)NCc2ccc3c(c2)OCO3)c(O)c2ccccc21,1.06,i
Cc1cc(C)c(NC(=O)CC(C)(C)C)c(Cl)c1,0.43,i
O=C(CCN1C(=O)C2C3CCC(C3)C2C1=O)Nc1ccccc1Cl (stereo unspecified),-0.22,i
CC(=O)Nc1ccc(NC(=O)C(=O)NCC(c2ccco2)N2CCc3ccccc3C2)cc1 (stereo unspecified),-2.34,i
COc1ccc(-c2csc(NC(=S)NC(=O)c3cc4ccccc4o3)n2)cc1Br,1.18,i
CC1CCCN(CCCNC(=O)c2cn(C)c3ccc(S(=O)(=O)N(C)C4CCCCC4)cc3c2=O)C1 (stereo unspecified),1.19,i
CCN1CCN(c2nc3c(c(=O)n(C)c(=O)n3C)n2CCSc2nccc(C)n2)CC1,1,i
CC(OC(=O)Cn1[nH]c(=O)c2ccccc2c1=O)C(=O)Nc1ccccc1[N+](=O)[O-] (stereo unspecified),-1.51,i
COc1ccc(C(=O)NNC(=O)c2cc3ccccc3cc2O)cc1,1.46,i
COc1ccc(NC(=O)c2oc3ccccc3c2NC(=O)C2CCCO2)cc1OC (stereo unspecified),0.87,i
CC(C)[C@H](NC(=O)CCCn1nnc2ccccc2c1=O)C(=O)O,1.76,i
CCOC(=O)c1nc(C)n(-c2ccc([N+](=O)[O-])cc2)n1,-0.5,i
Oc1ccc2nnc3c(Br)cnn3c2c1,-15.6,i
Cc1nn(C)c(Cl)c1/C=N/OC(=O)c1ccc(F)cc1,0.59,i
O=C(CSc1n[nH]c(=O)n1-c1cccnc1)Nc1ccccc1Cl,0.52,i

# Given as tab-separated lines: entries from further up
Compound	Kir21 inh	KCNQ2 inh
CC1CCCN(CCCNC(=O)c2cn(C)c3ccc(S(=O)(=O)N(C)C4CCCCC4)cc3c2=O)C1 (stereo unspecified)	1.19	i
CC(C)=CCOc1ccc2c(C)c(CC(=O)N3C[C@H]4C[C@@H](C3)c3cccc(=O)n3C4)c(=O)oc2c1C	-0.25	i

# (next part)
SMILES,Kir21 inh,KCNQ2 inh
CC(CN1CCCCC1)OC(=O)/C=C/c1ccccc1 (stereo unspecified),-0.49,i
COCc1[nH]nc2c1C(c1cccc(OC)c1)C(C#N)=C(N)O2 (stereo unspecified),0.53,i
Cn1cccc1Cc1nnc(SCC(=O)NCc2ccc3c(c2)OCO3)n1CCc1ccccc1,-2.98,i
CC(C)c1cc(=O)[nH]c(SCC(=O)NC2CCCC2)n1,-1.11,i
O=C(O)/C(=N/NC(=O)c1ccc(Cl)cc1)c1ccccc1,-1.22,i
CN(CCC#N)C(=S)Nc1ccc(Oc2ccccc2)cc1,-1.95,i
COC(=O)COc1ccc(NC(=O)C(c2ccccc2)c2ccccc2)cc1,0.96,i
CC1CCCCC1NC(=O)CSc1nnnn1-c1ccccc1 (stereo unspecified),-0.05,i
CSc1nc(SCC(=O)O)c2sc3nc(-c4ccccc4)c4c(c3c2n1)CCC4,2,i
CCOc1ccc(-n2c(SCC(=O)O)nc3sc4c(c3c2=O)CCCC4)cc1,1.43,i
Cc1cc(NC(=O)COC(=O)C2CCN(S(=O)(=O)c3ccc(Cl)cc3)CC2)no1,-0.27,i
CCN(CC)CCNC(=O)CCc1c(C)nc2c(c(C)nn2-c2ccc(C)cc2)c1C,-4.45*,i
O=C(O)CC1S/C(=N/N=C2CCCCC2)N(c2ccccc2)C1=O (stereo unspecified),-0.25,i
CNC(=S)N1CCN(c2ccc(OC)cc2)CC1,1.26,i
NNc1nc(-c2ccccc2)nc(-c2ccccc2)c1Br,-1.7,i
Cc1ccc(NC(=O)COC(=O)c2ccc([N+](=O)[O-])o2)cc1S(=O)(=O)N1CCCCC1,0.65,i
O=C(c1cccc(Br)c1)N1CCN(c2cnn(-c3ccccc3)c(=O)c2Cl)CC1,0.42,i
CC(C)(C)C(=O)Nc1nnc(COc2ccc(Cl)cc2)s1,-0.3,i
Cc1cc2c(=O)n(C)c(SCC(=O)NC3CCCC3)nc2s1,1.7,i
OC(COc1cccc2ccccc12)CN1CCN(c2ccccc2Cl)CC1 (stereo unspecified),-0.06,i
O=[N+]([O-])c1ccc(Sc2n[nH]c(-c3ccc(Cl)cc3Cl)n2)nc1,0.05,i
O=C(OCc1nc2ccccc2s1)c1ccccc1O,0.28,i
NC(=O)c1c(NC(=O)CSc2nnc(Cc3ccccc3)n2Cc2ccco2)sc2c1CCC2,-0.91,i
O=C(Nc1ccc(Cl)cc1C(=O)O)c1ccc2c(c1)C(=O)N(Cc1ccco1)C2=O,2.76,i
O=C(C1CCC(=O)N(C2CCCCCC2)C1)N1CCN(c2ccccc2Cl)CC1 (stereo unspecified),1.35,i
O=C(CCn1c(=O)sc2ccccc21)NCCN1CCOCC1,-0.96,i
CCOC(=O)CSc1nc2sc3c(c2c(=O)n1CC)CC(C)(C)OC3,0.65,i
CCCCN(CCCC)CCNC(=O)c1cn(CC)c2ccc(S(=O)(=O)N(C)C3CCCCC3)cc2c1=O,1.2,i
COc1ccc(Cn2c(C3CC3)nc3ccc(NC(=O)c4cccnc4)cc3c2=O)cc1,-2.24,i
COCCn1c(=NC(=O)c2ccc3c(c2)OCO3)c(C#N)cc2c(=O)n3cccc(C)c3nc21,-0.93,i
Cc1cc(C)c(OCC(=O)N2CCN(c3ncc(C(F)(F)F)cc3Cl)CC2)c(C)c1,0.12,i
COC(=O)c1nn(-c2cccc(C(F)(F)F)c2)c(=O)cc1Sc1ccccn1,-2.72,i
CCOc1ccc(-n2cnnn2)cc1S(=O)(=O)NCCc1ccc(OC)c(OC)c1,-0.03,i
COc1ccc(N(CC(=O)NCCC2=CCCCC2)S(=O)(=O)c2c(C)[nH]c(=O)[nH]c2=O)cc1,2.25,i
CCN(CC)S(=O)(=O)c1ccc(C(=O)OCC(=O)NC2CCCC2)cc1,-0.01,i
CC1N(C)c2cc(NC(=O)c3cccs3)c(P(=O)(Nc3ccc([N+](=O)[O-])cc3)N3CCOCC3)cc2C1(C)C (stereo unspecified),-0.11,i
Cc1cccc(-n2ncc(C(=O)NC3CCCC3)c2C2CCN(C(=O)OC(C)(C)C)CC2)c1,0.48,i
CCc1cccc2c(C(=O)COC(=O)c3ccc([N+](=O)[O-])s3)c[nH]c12,0.24,i
Nc1ccc(N2CCOCC2)cc1C(F)(F)F,1.84,i
C/C(Cn1nnc([N+](=O)[O-])n1)=N\NC(=O)c1ccccc1O,0.99,i

# Reprinted at random: 3 compounds from above.
SMILES,Kir21 inh,KCNQ2 inh
Cc1cccc(-n2ncc(C(=O)NC3CCCC3)c2C2CCN(C(=O)OC(C)(C)C)CC2)c1,0.48,i
Cc1cc(C)c(OCC(=O)N2CCN(c3ncc(C(F)(F)F)cc3Cl)CC2)c(C)c1,0.12,i
CCc1cccc2c(C(=O)COC(=O)c3ccc([N+](=O)[O-])s3)c[nH]c12,0.24,i

# Later entries
SMILES,Kir21 inh,KCNQ2 inh
O=C(Cn1cc(C(F)(F)F)ccc1=O)N/N=C/c1ccccc1,0.79,i
N#Cc1ccc(-c2cccs2)nc1SCc1cccnc1,0.26,i
Nc1nnnn1/N=C/c1ccccc1OCc1ccc(Cl)cc1,-0.21,i
O=C(Nn1c(O)c(C=C2N=c3ccccc3=N2)sc1=S)c1ccccc1,0.42,i
CCNC(=O)NC(=O)C(C)OC(=O)[C@H](C)NS(=O)(=O)c1c(C)c(C)cc(C)c1C (stereo partly specified),-0.92,i
CN(Cc1ccccc1)S(=O)(=O)c1ccc(Cl)c(C(=O)NCCCN2CCOCC2)c1,-0.18,i
CC(=O)N1CCCC1(C(=O)O)c1ccccc1 (stereo unspecified),0.01,i
CC(C)(C)C(=O)Nc1c2c(nc3c1CCC3)CCCC2,-0.32,i
COC(=O)N/N=C/c1cc(Br)ccc1O,-0.16,i
O=c1oc2ccccc2n1Cc1ccccc1,0.33,i
COC(=O)[C@H](CCSC)NC(=O)Nc1cccc(Br)c1,-0.28,i
CCOC(=O)C1(Cc2cccc(Cl)c2)CCCN(C(=O)c2cc(C)[nH]n2)C1 (stereo unspecified),-0.72,i
Cc1cccc(Nc2ncc3c(n2)CC(C)CC3=O)c1 (stereo unspecified),1.16,i
O=S(=O)(Nc1ccc(Cl)cc1)c1ccc(N2CCOCC2)c(NC(=S)NCCN2CCOCC2)c1,0.29,i
CCOC(=O)N1CCN(C(=O)CSc2nnc(C3COc4ccccc4O3)o2)CC1 (stereo unspecified),-0.41,i
O=C(Nc1ccnn1C1CCN(Cc2ccc(CO)o2)CC1)c1ccccc1,-0.41,i
Cc1ccc(S(=O)(=O)NC(=NCC(=O)O)c2ccccc2)cc1,0.22,i
CC(=O)NS(=O)(=O)c1ccc(NC(=S)NC(=O)C2CCC2)cc1,-0.83,i
S=C(Nc1cccnc1)NC1CCCC1,-0.55,i
OC(COC(c1ccc(F)cc1)c1ccc(F)cc1)CN1CCc2ccccc2C1 (stereo unspecified),-1.3,i
CCc1nc(SCC(=O)c2ccc3c(c2)OCCO3)c2ccccc2n1,-1.04,i
CCCc1c(O)nc(SC2CC(=O)N(c3ccc(C)c(Cl)c3)C2=O)[nH]c1=O (stereo unspecified),0.25,i
O=C(O)[C@H]1CCCC[C@H]1C(=O)NCCc1ccccc1,-1.69,i
Cn1c(=O)c2c(nc(N3CCN(Cc4ccccc4)CC3)n2CCCc2ccccc2)n(C)c1=O,-0.11,i
O=C(NNC(=O)c1cccnc1Cl)c1ccc(F)cc1,2.71,i
COc1cc(C2C(C#N)=C(N)Oc3n[nH]c(-c4cccnc4)c32)ccc1OCC(N)=O (stereo unspecified),0.73,i
COc1cc2c(=O)n(Cc3ccccc3)c(=O)n(CC(=O)C(C)(C)C)c2cc1OC,0.3,i
Cc1cc(C)c2c(c1)c1nnc(SCCN3CCCCC3)nc1n2C,0.52,i
O=C(NCc1ccc(Cl)cc1Cl)C(=O)N1CCCCC1,-2.25,i
COCCN(C(=O)/C=C/c1ccccc1)c1c(N)n(Cc2ccccc2)c(=O)[nH]c1=O,0.88,i
COc1cc(OC)cc(C(=O)N[C@H](C(=O)OCC(=O)N2CCc3ccccc32)C(C)C)c1,0.47,i
COc1cccc(-c2cc(C(=O)NCCCn3ccnc3)no2)c1,-0.46,i
COC(=O)CN1C(=O)S/C(=C/c2cc(C)n(C)c2C)C1=O,-0.66,i
CSc1nnc(-c2nnc(SC)n2-c2ccccc2)n1-c1ccccc1,-1.1,i
COc1cccc(NC(=O)CCN2C(=O)c3ccc([N+](=O)[O-])cc3C2=O)c1,0.94,i
O=C(N/N=C/c1sc2ccccc2c1O)c1ccccc1,-5.83,i
CCN(CC)S(=O)(=O)c1ccc(C)c(NC(=O)COC(=O)[C@@H]2CCCN2C(=O)c2cccs2)c1,-0.22,i
CC(CCc1ccco1)NC(=O)Cn1nc(Cc2ccncc2)c2ccccc2c1=O (stereo unspecified),1.43,i
CC(C)CCNC(=O)CN(Cc1ccccc1Cl)C(=O)CCC(=O)Nc1ccccn1,-0.47,i
O=C(Cc1cn(Cc2cccc(Cl)c2)c2ccccc12)N1CCCC1,-5.24*,i

# Profiles, looked up by structure. Values in the order: Kir21 inh, KCNQ2 inh
# Profile of O=C(Cn1cc(C(F)(F)F)ccc1=O)N/N=C/c1ccccc1 = 0.79, i
# Profile of O=C(NNC(=O)c1cccnc1Cl)c1ccc(F)cc1 = 2.71, i
# Profile of COc1ccc(-c2csc(NC(=O)c3cc(C)oc3C)n2)cc1OC = -0.62, i

# (next part)
SMILES,Kir21 inh,KCNQ2 inh
COC(=O)CSc1nc(N2CCOCC2)c2c(c1C#N)CC(C)(C)N(C)C2,-1.55,i
COc1ccc(NC(=O)Cn2ncn3nc(-c4ccc(OC)cc4)cc3c2=O)cc1,2.91,i
COc1ccccc1NC(=O)CN1CCN(CC(=O)Nc2ccccc2Cl)CC1,0.94,i
CC1(C)SC2c3ccccc3C(=O)N2[C@@H]1C(=O)NCc1ccco1 (stereo partly specified),-1.06,i
O=C(CN1C(=O)S/C(=C/c2ccncc2)C1=O)N1CCOCC1,-0.4,i
Nc1ccccc1Sc1ccc(C(F)(F)F)cc1[N+](=O)[O-],-2.03,i
Cc1onc(-c2ccccc2)c1C(=O)Nc1ccc(N2CCOCC2)cc1,0.72,i
CCOc1cc(/C=C/c2cc(C(=O)O)c3ccccc3n2)ccc1OC,0.26,i
CCCCCn1c(CN2CCN(C(=O)OCC)CC2)nc2c1c(=O)[nH]c(=O)n2C,0.01,i
CCOc1ccc(N2C(=O)/C(=C/c3ccccc3OCC(=O)OC)N(CC(=O)OC)C2=S)cc1,1.19,i
O=C(CNC(=O)c1ccc(-c2ccccc2)cc1)OCc1ccc(Cl)cc1,0.52,i
Cc1ccc(CNC(=O)C2CC3Cn4c(nc5cc(C)c(C)cc54)C3N2C)o1 (stereo unspecified),-0.12,i
O=C(N/N=C/c1ccc2c(c1)OCO2)c1sc2cc(Cl)ccc2c1Cl,-0.02,i
CC(C)CCn1c(O)c(N=NC(=O)c2ccco2)c2ccccc21,-0.76,i
Cc1ccccc1N(CC(=O)N/N=C/c1cc(C)n(-c2ccccc2C)c1C)S(C)(=O)=O,1.3,i
Clc1ccc(C2Nc3ccccc3-n3cccc32)cc1 (stereo unspecified),0.34,i
Nc1nc(-c2ccccc2)nn1C(=O)Cc1ccccc1,-0.26,i
